Screens: PubChem, National Center for Advancing Translational Sciences (NCATS)
Fluorescein autfl – qHTS Assay for Spectroscopic Profiling in Fluorescein Spectral Region; Compound autofluorescence, 480/540 nm, fluorescein-equivalent; stronger effect = higher value; max fluorescein-equivalent concentration, M; actives 0.91% (n = 59,000); AID 593, 2007; in the data active means max fluorescein-equivalent concentration above about 10 nM; inconclusive means between about 1.1 nM and that limit
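First, buffer (100 mM Tris, pH 8.0) dispensed; second, compounds and fluorescein standards pinned in; third, 15 min room-temperature incubation; finally, imaging at ex 480 nm/em 540 nm. Fluorescence normalized against the six-point fluorescein curve.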
HADH2 inh – qHTS Assay for Inhibitors of HADH2 (Hydroxyacyl-Coenzyme A Dehydrogenase, Type II). recombinant HADH2, NADH fluorescence, beta-hydroxybutyryl-CoA. Potency, µM (doses to about 57.1 µM), for the others: at the highest dose activity change, negative = inhibition, actives largely listed as inhibitors. actives 3.4% (n = 73,000). 3-hydroxyacyl-CoA dehydrogenase type-2 (Homo sapiens), Q99714; further: potency means the concentration at half of the fitted maximal effect; on the % scale 0 is the no-effect control and ±100 the full control effect; nearly all actives have a fitted effect of over 60% in size; many of its hits are not listed in these tables
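Read-out: 360 nm excitation, 450 nm emission, kinetic over 4 min. Conditions: His-tagged human HADH2 20 nM, pH 9.0 Tris with Tween-20, 1 mM NAD+, 90 uM beta-hydroxybutyryl-CoA.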
Texas Red fluor – qHTS Assay for Spectroscopic Profiling in Texas Red Spectral Region | Compound fluorescence, Texas Red channel, 547/618 nm; stronger effect = higher value | actives 0.06% (n = 59,000) | max dye-equivalent concentration, M; in the data active means max dye-equivalent concentration above about 10 nM; inconclusive means between about 1.1 nM and that limit
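qHTS profiling of intrinsic compound fluorescence; 100 mM Tris pH 8.0; 15 min RT; ex 547 / em 618 nm; response expressed as Texas Red dye-equivalent concentration from six-point plate standard.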
Caspase-7 inhib – qHTS Assay for Allosteric/Competitive Inhibitors of Caspase-7. recombinant caspase-7, Ac-DEVD-AFC fluorescence rate. AID 889, 2007. Potency, µM (doses to about 57.5 µM), for the others: top-dose activity change, negative = inhibition, usual class: inhibitors. P55210. actives 0.02% (n = 75,000); active means well fitted inhibition curve with a large enough effect in the main read-out, with a control signal flat, not every such curve was filed as active; inconclusive means small, poorly fitted or top-dose-only effect, or a change in a side signal; further: potency means the concentration at half of the fitted maximal effect; % of control where 0% means no effect
Target sequence (P55210 24-198 limits assumed): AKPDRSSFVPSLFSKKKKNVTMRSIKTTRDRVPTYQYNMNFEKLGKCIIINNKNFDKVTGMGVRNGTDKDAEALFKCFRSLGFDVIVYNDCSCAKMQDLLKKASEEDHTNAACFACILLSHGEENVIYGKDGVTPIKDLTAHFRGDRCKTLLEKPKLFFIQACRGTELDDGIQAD
Target sequence (P55210 207-303 limits assumed): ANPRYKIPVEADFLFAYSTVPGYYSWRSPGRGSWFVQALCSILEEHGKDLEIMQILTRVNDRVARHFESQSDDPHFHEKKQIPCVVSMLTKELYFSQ
Casp1 inh – qHTS Assay for Allosteric/Competitive Inhibitors of Caspase-1; P29466; Caspase-1 enzyme, Ac-WEHD-AFC fluorogenic rate; actives 0.03% (n = 75,000); Potency, µM (doses to about 57.5 µM), for inactives: at the top dose activity change, negative = inhibition, actives largely listed as inhibitors;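 further: potency means the concentration at half of the fitted maximal effect; plate controls were vehicle for no effect and no substrate for full effect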
HEK293 cAMP cs – qHTS Assay for Agonists of the Thyroid Stimulating Hormone Receptor: Activators of Intracellular cAMP Concentrations in Parental HEK 293. parental HEK293 CNG cAMP sensor, membrane potential fluorescence. AID 938, 2007. actives 2.5% (n = 73,000). Potency, µM (series often up to 57.1 µM), for inactives: top-dose activation, most hits filed as activators; further: potency means the concentration at half of the fitted maximal effect; % of control where 0% means no effect; nearly all actives have a fitted effect of over 55% in size
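Parental HEK 293 cells stably expressing a cAMP-gated CNG channel were loaded with membrane potential dye containing 100 uM RO 20-1724 for 60 min. Compound added for 30 min; depolarization read as fluorescence intensity at 590 nm.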
USP2a inhib – qHTS Assay for Inhibitors of Ubiquitin-specific Protease USP2a. Ubiquitin carboxyl-terminal hydrolase 2 (Homo sapiens), O75604. USP2a enzymatic assay, qHTS inhibition. Potency, µM (top dose mostly 38.3 µM), without a hit: top-dose activity change, negative = inhibition, hits mostly inhibitors. actives 0.1% (n = 60,000). AID 927, 2007;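 further: potency means the concentration at half of the fitted maximal effect; nearly all actives have a fitted effect of over 60% in size; plate controls were DMSO for no effect and NEM full inhibition control for full effect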
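USP2 core (20 nM final) was preincubated with compound for 30 min at RT in 20 mM Tris-HCl pH 8.0, 2 mM CaCl2, 2 mM beta-mercaptoethanol; Ub-PLA2 (20 nM) plus NBD C6-HPC (20 uM) then added, fluorescence read after 2.5 h.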
ERK AVP inh – qHTS Assay for Inhibitors of the ERK Signaling Pathway using a Homogeneous Screening Assay. HEK293-V1b, vasopressin-stimulated pERK AlphaScreen. Potency, µM (titrated, usually from 57.5 µM), inactives show at the highest dose activity, negative = inhibition, actives largely listed as inhibitors. actives 0.99% (n = 72,000). AID 995, 2007; further: potency means the concentration at half of the fitted maximal effect; on the % scale 0 is the no-effect control and ±100 the full control effect; nearly all actives have a fitted effect of over 55% in size
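HEK293 cells stably expressing V1b receptor, seeded overnight in 1% FBS, were treated with compounds for 30 min at 37C, then stimulated 5 min with 25 nM vasopressin; phospho-ERK read by AlphaScreen SureFire after lysis.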
Luciferase inh – qHTS Assay for Inhibitors of Firefly Luciferase; Luciferin 4-monooxygenase (Photinus pyralis), P08659; purified firefly luciferase, luminescence, 8 min; Potency, µM (titrated, usually from 57.1 µM), for the others: top-dose activity change, negative = inhibition, usual class: inhibitors; actives 2.2% (n = 72,000); AID 411, 2009; further: potency means the concentration at half of the fitted maximal effect; on the % scale 0 is the no-effect control and ±100 the full control effect; nearly all actives have a fitted effect of over 40% in size
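Luminescence read-out after 8 min at room temperature; enzyme reaction used luciferin plus 10 uM ATP (linear range) in imidazole buffer pH 7.2 with KCl, MgCl2, Tween 20 and BSA. Each sample was run as a titration.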
Tau fil binding – qHTS Assay for Tau Filament Binding | recombinant tau filaments, thioflavin S fluorescence, 15 h; filaments grown with octadecylsulfate alongside compound | Potency, µM (highest dose often 57.1 µM), for inactives: top-dose activity change, negative = inhibition | actives 2% (n = 71,000) | AID 596, 2007;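 further: potency means the concentration at half of the fitted maximal effect; on the % scale 0 is the no-effect control and ±100 the full control effect; actives lower thioflavin S fluorescence by blocking filaments or displacing dye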
Target sequence (P10636 whole entry, looked up): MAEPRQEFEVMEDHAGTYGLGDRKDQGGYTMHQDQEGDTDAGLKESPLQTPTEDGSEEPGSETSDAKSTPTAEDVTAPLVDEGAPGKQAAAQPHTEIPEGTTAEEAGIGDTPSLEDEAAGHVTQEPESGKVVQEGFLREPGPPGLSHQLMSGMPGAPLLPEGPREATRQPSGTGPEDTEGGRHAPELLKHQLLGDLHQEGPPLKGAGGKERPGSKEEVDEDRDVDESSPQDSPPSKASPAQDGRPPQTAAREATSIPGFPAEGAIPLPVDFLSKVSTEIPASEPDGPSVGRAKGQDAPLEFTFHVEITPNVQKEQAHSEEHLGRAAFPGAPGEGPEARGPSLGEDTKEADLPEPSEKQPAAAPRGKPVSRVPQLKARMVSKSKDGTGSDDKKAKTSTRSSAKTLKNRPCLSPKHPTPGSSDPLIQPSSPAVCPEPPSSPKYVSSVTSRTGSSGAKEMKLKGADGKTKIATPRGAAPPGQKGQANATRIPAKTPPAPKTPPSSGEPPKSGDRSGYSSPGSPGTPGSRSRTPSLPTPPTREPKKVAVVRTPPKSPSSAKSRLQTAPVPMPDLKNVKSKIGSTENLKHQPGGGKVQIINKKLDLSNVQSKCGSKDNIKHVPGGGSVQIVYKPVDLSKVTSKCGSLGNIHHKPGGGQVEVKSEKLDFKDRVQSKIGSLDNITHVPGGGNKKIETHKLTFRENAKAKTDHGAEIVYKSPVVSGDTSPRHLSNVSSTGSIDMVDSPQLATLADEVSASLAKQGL
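His-tagged recombinant human tau (exons 2, 3, 10; 1 uM final) fibrillized with 30 uM sodium octadecylsulfate, 15 h at 37 C, in pH 7.4 HEPES buffer with 10 uM thioflavine S and 5 mM DTT. Reduced ThS fluorescence (450/510 nm) marks activity.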
Rhodamine autofl – qHTS Assay for Spectroscopic Profiling in Rhodamine Spectral Region. Rhodamine-region fluorescence, 547/598 nm, Tris buffer; stronger effect = higher value. max dye-equivalent concentration, M. actives 0.05% (n = 59,000); in the data active means max dye-equivalent concentration above about 11 nM; inconclusive means between about 1.1 nM and that limit
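Steps: pin-transfer compounds into pH 8.0 Tris (100 mM), hold 15 min at room temperature, image with a 547/598 nm filter pair, and convert intensities to rhodamine-equivalent concentration using a six-point on-plate rhodamine series.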
Active calls of the source: *; i = inactive; ? = inconclusive; . = not tested or not shown; & = joins results of further samples; [ ] = dose if it differs, or a comment. Unless noted, the call rests on the fitted dose curve; in most records, active means well fitted curve in the direction sought with a large enough effect; inconclusive means small, poorly fitted or top-dose-only effect, or another doubt; inactive means no such curve, though single readings can be large; an effect the other way counts as inactive or inconclusive. Not all compounds are listed; rates above refer to the full screens.

canonical_smiles,Fluorescein autfl,HADH2 inh,Texas Red fluor,Caspase-7 inhib,Casp1 inh,HEK293 cAMP cs,USP2a inhib,ERK AVP inh,Luciferase inh,Tau fil binding,Rhodamine autofl
CC(=O)N1CCc2cc(S(=O)(=O)NCCC(=O)N3CCc4ccccc4C3)ccc21,?,-1%,?,1%,-1%,22%,6%,-9%,0%,-11%,i
CCCOc1ccc(C2c3c(oc4ccccc4c3=O)C(=O)N2CCCN2CCOCC2)cc1 (configuration not stated),i,-4%,i,-1%,-3%,4%,32%[activator],-21%,1%,-25%,i
CCOC(=O)CSC1=C(C#N)C(c2ccco2)C(C(=O)OCc2ccccc2)=C(C)N1 (configuration not stated),i,-23%,i,-6%,-5%,2%,-9%,12%,2%,-18%,i
O=C1C=C(NCCO)C(=O)c2cnccc21,.,-24%,.,?,?,10%,.,24%,.,-28%,.
CCOc1ccc(-c2nnn(CC(=O)NCc3cccs3)n2)cc1,i,6%,i,7%,0%,-5%,-4%,12%,-8%,36%,i
CC1CCC2C(=O)OC(Cc3ccccc3)CN2C1c1ccc(Br)cc1 (configuration not stated),.,-9%&-8%[11.4 µM],.,0%&0%[11.5 µM],-1%&-5%[11.5 µM],?,.,1%&3%[11.5 µM],.,.,.
CCCCCCNC(=O)CC(NS(=O)(=O)c1ccc(NC(C)=O)cc1)C(C)C (configuration not stated),?,13%,?,-3%,2%,7%,11%,-17%,3%,-4%,i
CCCCC(NS(=O)(=O)c1ccc(OC)cc1)C(=O)O (configuration not stated),.,4%,.,0%,-6%,?,-3%,-14%,1%,3%,.
CN(CC(=O)NC(=O)NCc1ccco1)Cc1nc2ccccc2c(=O)[nH]1,i,8%,i,-5%,-5%,4%,14%,4%,0%,7%,i
CC(=O)Nc1nonc1-c1ccccc1,.,7%,.,0%,2%,?,-4%,-14%,1%,4%,.
Cn1c(=O)c(-c2ccc(F)cc2)nc2cnc(Nc3ccccc3)nc21,i,-2%,i,-14%,-11%,3%,81%[activator],-29%,0%[11.4 µM],?,i
NC1(C(=O)O)C[C@H](C(=O)O)[C@H](C(=O)O)C1 (some centres not stated),.,7%,.,-1%,-2%,2%,.,11%,3%,?,.
Cn1c(Nn2cnnc2)nc2ccccc21,i,-5%,i,1%,-2%,3.2µM*,-3%,-13%,3%,5%,i
COc1ccc(C(=O)Nc2ccc(Cl)cc2C(=O)NCc2ccco2)cc1OC,.,17%,.,-1%,-4%,25µM*,30%[activator],-27%,-3%,82%,.
COc1ncnc2c1N=C1CC(C)(C)CC(N)=C1S2,4.7e-08M*,?,?,-4%,-3%,-3%,-11%,?,-1%,-28%,?

Ordered by value in Casp1 inh (ascending): some entries from above
| mol | Casp1 inh |
| --- | --- |
| CN(CC(=O)NC(=O)NCc1ccco1)Cc1nc2ccccc2c(=O)[nH]1 | -5% |
| CCCOc1ccc(C2c3c(oc4ccccc4c3=O)C(=O)N2CCCN2CCOCC2)cc1 (configuration not stated) | -3% |
| CCCCCCNC(=O)CC(NS(=O)(=O)c1ccc(NC(C)=O)cc1)C(C)C (configuration not stated) | 2% |

Carrying on:
canonical_smiles,Fluorescein autfl,HADH2 inh,Texas Red fluor,Caspase-7 inhib,Casp1 inh,HEK293 cAMP cs,USP2a inhib,ERK AVP inh,Luciferase inh,Tau fil binding,Rhodamine autofl
COCCCNC(=O)CCCOc1ccccc1,.,5%,.,-2%,-1%,-1%,2%,2%,0%,-4%,.
CCOC(=O)N1CCN(c2cc3nccnc3cc2F)CC1,i,0%,i,0%,-1%,13%,3%,-5%,3%,-2%,i
Cc1ccc(C(=O)CC2(O)C(=O)N(Cc3ccccc3)c3ccccc32)o1 (configuration not stated),?,-1%,i,-1%,-4%,6%,8%,-8%,0%,-15%,i
CCC(=O)Nc1ccc(C(=O)n2nc(C)cc2C)cc1,.,-4%,.,0%,-1%,-7%,5%,-25%,-1%,-3%,.
O=S(=O)(c1ccc(OCc2nc3ccccc3s2)c(Cl)c1)N1CCOCC1,?,-6%,i,1%,0%,?,25%,6%,1%,190%,i
COc1ncc2nc(-c3ccccc3)c(=O)n(C[C@H]3CCCO3)c2n1,i,25µM*,i,-17%,-14%,15%,14%,-13%,0%[11.4 µM],-4%,i
Cc1ccc(S(=O)(=O)NCC(=O)N(CC(=O)NCc2ccco2)Cc2ccc3c(c2)OCO3)cc1,i,6%,i,0%,-1%,23%,-4%,-7%,3%,-13%,i
CCOC(=O)c1c(NC(=O)C(F)(OC)C(F)(F)F)sc(C(=O)N2CCCCC2)c1C (configuration not stated),i,6%,i,-2%,-3%,?,2%,14%,0%,-11%,i
COc1ccc(C2C(=O)N(C3CCCCC3)CC(=O)N2Cc2ccc3c(c2)OCO3)cc1 (configuration not stated),i,13%,i,-2%,0%,18%,2%,-27%,4%,-2%,i
CC(C)CCn1cnc2c(cnn2-c2ccc(Cl)cc2)c1=O,i,12%,?,-1%,3%,?,5%,-1%,1%,-4%,i
COc1ccc(-n2c(N)c(Br)c(=O)[nH]c2=O)cc1,?,-9%,i,-2%,-2%,4%,-1%,-14%,2%,6%,i
Cc1nc2cnc(Oc3cccc(Cl)c3)nc2n(Cc2ccc(F)cc2)c1=O,i,-12%,i,-9%,-4%,4µM*,163%[activator],-14%,0%[11.4 µM],?,i
Cc1ccc2nc(NC3=NCN(Cc4ccccc4)CN3)nc(C)c2c1,i,13%,i,1%,-1%,6%,2%,-3%,4%,2%,i
COc1ccc2c(c1)C1CC(C)(NC(=O)C1C(=O)c1ccccc1)O2 (configuration not stated),i,5%,i,-1%,0%,?,11%,14%,0%,3%,i
O=C(CCC1N=C2c3ccccc3N=C(SCc3ccc(F)cc3)N2C1=O)NCc1ccco1 (configuration not stated),i,?,i,-2%,-1%,?,44%[activator],10%,1%,-22%,i

canonical_smiles,Fluorescein autfl,HADH2 inh,Texas Red fluor,Caspase-7 inhib,Casp1 inh,HEK293 cAMP cs,USP2a inhib,ERK AVP inh,Luciferase inh,Tau fil binding,Rhodamine autofl
COc1ccc(OC)c(S(=O)(=O)N2CCC(C(=O)N3CCN(Cc4ccccc4)CC3)CC2)c1,i,11%,i,0%,1%,4%,23%,?,1%,6%,i
COc1ccc(S(=O)(=O)CCC(=O)N2c3ccccc3CC2C)cc1 (configuration not stated),i,-2%,i,-1%,2%,18%,0%,19%,1%,-8%,i
O=[N+]([O-])c1ccccc1CCO,.,-8%,.,-1%,1%,1%,.,23%,.,2%,.
Cc1cccc(-n2c(SCC(N)=O)nnc2-c2ccccn2)c1C,?,12%,?,-2%,3%,-2%,1%,1%,-2%,-13%,i
Cc1cc(N2CCN(S(=O)(=O)c3ccc4c(c3)OCCO4)CC2)n2ncnc2n1,i,0%,?,3%,1%,?,6%,-12%,1%,5%,i
COc1ccccc1CN1CC2(CCN(C(=O)c3cccc(F)c3)CC2)C1,?,-4%,i,-1%,-3%,14%,22%,9%,-1%[11.4 µM],3%,i
COc1ccc(CNc2nc(SC)n[nH]2)cc1OC,i,10%,i,2%,0%,7%,-5%,6%,2%,1%,i
CCOC(=O)c1c2n(c3ccc(O)cc13)CCCCC2,i,5%,i,0%,1%,0%,-12%,-20%,0%,1%,i
Cc1cnc(NC(=O)CSc2nnc(-c3ccncc3)n2C2CCCCC2)s1,i,-5%,i,3%,0%,9%,14%,-10%,3%,3%,i
CC(=O)N1C(=O)C2(C(C#N)=C(N)Oc3c2c(C)nn3-c2ccccc2)c2ccccc21 (configuration not stated),i,-11%,i,-6%,-4%,-11%,14%,-3%,6%,6%,i
COc1ccccc1-c1c(C)nn2c(C)c(C(C)=O)cnc12,i,6%,?,0%,-1%,-2%,5%,-18%,1%,-15%,i
O=C(Nc1nccs1)c1ccc(S(=O)(=O)NCC2CCCCC2)cc1,?,-2%,i,1%,3%,?,84%[activator],-21%,0%,-5%,i
CCc1nnc(NC(=O)c2cccc(S(=O)(=O)N3CCN(c4ccccc4)CC3)c2)s1,i,-3%,i,1%,-6%,-4%,36%[activator],0%,0%,?,i
O=C(Nc1ccccc1N1CCCC1)c1ccco1,i,-11%,i,0%,-2%,19%,-1%,-18%,-2%,7%,i
CCCCc1ccc(NC(=O)CC(C)=O)cc1,.,17%,.,1%,-2%,4%,14%,-18%,-7%,0%,.
